GPR55 beta-arrestin – GPR55 agonists via beta-arrestin recruitment, primary screen, imaging, U2OS cells, beta-arrestin-GFP redistribution (AID 1961); U2OS GPR55 beta-arrestin-GFP redistribution imaging; higher % means a stronger effect; activation, % at 10 µM; hits with a dose series show EC50 in µM; 290,000 compounds, 0.048% hits;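 active means activation above 40% with more than 50 cells counted in the well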;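 further: U2OS osteosarcoma cells stably expressing GPR55 and beta-arrestin-GFP; plate controls were DMSO negative control for no effect and LPI positive control for full effect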
M17LAP inhibition – P. falciparum M17LAP inhibitors, primary screen, biochemical, fluorogenic H-Leu-NHMec substrate, 1536-well (AID 1619); recombinant M17LAP, H-Leu-NHMec fluorogenic kinetic assay; higher % means a stronger effect; inhibition, % at 30 µM; hits with a dose series show IC50 in µM; 220,000 compounds, 0.38% hits;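 active means compound inhibiting the enzyme by more than half at any dose during confirmatory dose-response retesting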;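 further: plate controls were full reaction with DMSO carrier for no effect and no enzyme background for full effect; strong numbers were not always called active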
AID2073 – inhibitors of Mint1-CaV2.2 protein interaction, biochemical, HTRF (AID 2073); inhibition, % at 20 µM, or IC50 in µM where a hit was titrated; 290,000 compounds, 0.19% hits; HTRF protein-protein interaction, Mint1-CaV2.2; higher % means a stronger effect; in the data active means inhibition mostly above about 51%, no sharp cut-off; further: some results filed as inactive read as strong as hits
M1AAP inhibition – P. falciparum M1AAP inhibitors, biochemical, fluorogenic H-Leu-NHMec substrate, 1536-well (AID 1445) | inhibition, % at 30 µM; hits with a dose series show IC50 in µM | 220,000 compounds, 0.42% hits | recombinant M1AAP, H-Leu-NHMec fluorogenic kinetic assay; higher % means a stronger effect;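 active means primary inhibition above the hit cutoff, then over 50% inhibition at one or more dose response concentrations, cut at about 23% in these data, passing the limit was not always enough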;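 further: plate controls were DMSO full reaction for no effect and no enzyme background for full effect; strong numbers were not always called active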
NOD2 inhibition – NOD2 signaling inhibitors, cell-based, luminescence, uHTS, HEK293 (AID 1566); 290,000 compounds, 0.63% hits; inhibition, % at 4 µM, or EC50 in µM where a hit was titrated; HEK293 NOD2/NF-kB luciferase reporter, luminescence; higher % means a stronger effect; further: many of its hits are not listed in these tables
KOR beta-arrestin-1 – kappa opioid receptor activators – cell-based, luminescence, uHTS, primary screen (AID 1777); 280,000 compounds, 0.02% hits; one-dose activation, % at 10 µM; EC50 in µM for titrated hits; KOR beta-arrestin recruitment, luminescence; higher % means a stronger effect; in the data active means activation above about 50%, passing the limit was not always enough; further: a part of the inactive calls stands beside numbers as strong as those of hits
KOR beta-arrestin-2 – kappa opioid receptor blockers – cell-based, luminescence, uHTS (AID 1778) | one-dose inhibition, % at 10 µM; IC50 in µM for titrated hits | KOR beta-arrestin recruitment, luminescence, antagonist mode; higher % means a stronger effect | 290,000 compounds, 0.091% hits; further: strong numbers were not always called active
NOD1 NF-kB reporter – inhibition of NOD1-driven NF-kB reporter – cell-based, luminescence, uHTS, primary screen (AID 1578). NOD1-driven NF-kB luciferase reporter cells, luminescence; higher % means a stronger effect. one-dose inhibition, % at 4 µM; EC50 in µM for titrated hits. 290,000 compounds, 1% hits; in the data active means inhibition mostly above about 36%, no sharp cut-off; inactive means mostly below about 34%;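 further: HEK-293T reporter cells stimulated with the NOD1 agonist gamma-tri-DAP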
Dynein transport – blocks dynein driven cargo transport along microtubules; 220,000 compounds, 0.47% hits; z-score, hits read low; AID 1381; 3617.4 mouse cells, GR-EGFP nuclear translocation imaging; test concentration mostly 20 µM; stimulated with dexamethasone, 1 µM; stronger effect = lower value;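 active means plate z-score of nuclear minus cytoplasmic receptor signal below a set negative limit, without overly bright fluorescence or cell loss, cut at about -3.5 in these data, passing the limit was not always enough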;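 further: z-score of nuclear minus cytoplasmic ring GR-EGFP intensity difference per well; some compounds called inactive have numbers as strong as hits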
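Schedule: 48 h induction, then 1 h compound, then 30 min agonist, 37 °C. Buffer or medium: tetracycline-free induction medium containing charcoal-stripped FBS. Reagent: 1.0 µM final dexamethasone stimulus. Evaluation: nuclear versus cytoplasmic GR-EGFP signal, averaged per well. Signal: high-content fluorescence imaging after fixation.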
Dynein transport cytoplasmic EGFP – second read-out of Dynein transport, no call of its own (marks repeat the call); z-score; measured here: cytoplasmic GR-EGFP intensity; stronger effect = higher value
Dynein transport nuclear GR-EGFP – second read-out of Dynein transport, no call of its own (marks repeat the call); z-score; measured here: nuclear GR-EGFP intensity;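 lower value marks the stronger effect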
Dynein transport cell count – recorded beside Dynein transport, whose call it bears; z-score; measured here: cell count per field
* marks the source's active call; other numbers are inactive results; x = no result given; [ ] = another dose, or the depositor's remark. Unless noted, no stated cut-off is given here; in the data, active means inhibition above about 50%; inactive means the rest. An excerpt, so the mix of outcomes need not match the whole.

GPR55 beta-arrestin | NOD2 inhibition | Dynein transport cell count | M17LAP inhibition | KOR beta-arrestin-2 | M1AAP inhibition | Dynein transport cytoplasmic EGFP | Dynein transport nuclear GR-EGFP | NOD1 NF-kB reporter | KOR beta-arrestin-1 | AID2073 | Dynein transport | Compound
0.6% | -2% | 0.37 | -13% | 19% | 2% | -0.28 | -0.62 | -34% | 1.2% | 3% | -0.72 | O=C(CSCc1ccco1)NC1CCCC1
0.6% | 4% | 0.47 | -2% | -33% | 1% | -0.2 | 0.2 | -11% | 4.8% | 10% | -0.45 | O=C(NCCc1c[nH]c2ccccc12)/C(=C\c1cccnc1)NC(=O)c1ccccc1Br
-0.1% | -6% | 0.63 | -1% | -2%[20 µM] | -3% | -0.28 | -0.46 | -18% | -2.8% | 1% | -0.9 | COc1ccc(/C=C(/NC(=O)c2ccccc2Cl)C(=O)O)cc1
-0.1% | 27% | -0.38 | 5% | 5% | 3% | -0.2 | 0.64 | 4% | 0.3% | 15% | 0.31 | O=C(Cn1nc2n(c1=O)-c1ccccc1SC2)N/N=C/c1ccncc1
-0.3% | 2% | 0.38 | -24% | -26% | -4% | -0.21 | 0.41 | -21% | -7.2% | -2% | 0.3 | COc1cc(C2C3C(C)N(C)C(=O)N(C)C3N(C)C(=O)N2C)ccc1O (centres undefined)
-0.3% | 22% | 0.31 | 4% | -66% | 1% | -0.12 | 0.17 | -18% | -0.8% | 0% | -0.35 | CCOC(=O)N1CCN(C(=O)c2ccc(CS(=O)(=O)c3c(Cl)cccc3Cl)o2)CC1
-0.4% | 14% | -0.62 | 0% | 20% | 3% | -0.3 | 0.39 | 4% | 0.3% | 8% | 0.29 | O=C(COc1ccccc1[N+](=O)[O-])N1CCC(Cc2ccccc2)CC1
0.2% | 10% | -1.4 | 0% | -6% | -8% | 0.012 | 1.8 | -22% | 7.5% | -3% | 2.6 | CCC(C(=O)OCC(=O)Nc1ccc(SC(F)F)cc1)c1ccccc1 (centres undefined)
0.5% | 10% | x | x | -22% | x | x | x | -15% | -2.9% | 3% | x | Cc1ccc(CS(=O)Cc2ccc(C(=O)NC3CCCCC3)o2)cc1 (centres undefined)
-0.1% | 25% | -0.32 | 4% | 28% | -3% | -0.23 | 1.1 | 11% | -2.7% | -7% | 2.3 | CC1CC(=O)C2=C(C1)Nc1ccccc1N=C2 (centres undefined)
0.1% | 8% | 0.1 | -1% | 11% | 5% | -0.29 | 0.14 | 13% | -3.7% | 6% | 0.029 | COc1ccc(N(C)S(=O)(=O)c2cccc(C(=O)Nc3cc(OC)ccc3OC)c2)cc1
0.7% | 21% | -0.54 | 9% | 6% | -2% | -0.27 | 1.2 | 6% | 0.1% | -2% | 0.37 | CCc1ccc(Nc2cc(C)nc3nc(C)nn23)cc1
-0.1% | -20% | -1.8 | -6% | 35% | -2% | -0.078 | -0.15 | 44% | -0.4% | -2% | 0.46 | CC(C)c1ccc(OCC(=O)Nc2cccc3c2CCCC3)cc1
-0.1% | 5% | -0.76 | 3% | -7% | -1% | 0.068 | 0.56 | -5% | 3.2% | 22% | 0.72 | CCOC(=O)C1C(=O)OC(C)(C)C1C(C)C(=O)c1ccc(C)cc1 (centres undefined)
-0.2% | 5% | 1.5 | 6% | 1% | 3% | -0.26 | -0.54 | -26% | -3.3% | -1% | -0.85 | COc1ccc(C(=O)C2CCCN(C(=O)c3cc4nc(C)cc(C)n4n3)C2)cc1F (centres undefined)
-0.1% | 15% | 0.72 | -5% | 13% | -4% | -0.12 | -0.48 | 20% | -6.4% | 30% | -1.4 | COc1cc2c3c(c1)c(C1=NC(=S)NC1=O)c(O)n3C(C)(C)C=C2C
-0.2% | -19% | 0.51 | -2% | 15% | -10% | -0.22 | -0.71 | 4% | -1.1% | 7% | -0.38 | Cc1ccccc1NC(=O)c1ccc(-n2cncn2)nc1
0.6% | 6% | 0.57 | 4% | 2% | 16% | 0.95 | 0.033 | -17% | 4.8% | -19% | -0.74 | CCOC(=O)C1=C(C)NC(SC(C)=O)=NC1c1ccc(OC(C)=O)c(OC)c1 (centres undefined)
0.4% | 15% | -0.032 | -28% | -24% | -16% | -0.25 | -0.79 | -10% | 2.8% | -15% | -0.81 | CCc1cc(C(=O)NNC(=S)Nc2cc(C)ccc2C)cs1
0.3% | 4% | 0.17 | 1% | -10% | -6% | -0.14 | -0.11 | 22% | 0.8% | -4% | -0.49 | Nc1cc(Cl)ccc1Oc1ccccc1
0.0% | -15% | x | x | -1% | x | x | x | -9% | -1.7% | 42% | x | C=CCOC(=O)c1ccc(N2CCN(c3ccccc3)CC2)nc1
-0.1% | 10% | 0.4 | -5% | -26% | 3% | -0.22 | 0.34 | -27% | 3.8% | 0% | 0.064 | Cc1onc(-c2ccccc2)c1C(=O)NCCN1CCOCC1
0.4% | 16% | 0.19 | -3% | -6% | -1% | -0.29 | 0.027 | -12% | 2.4% | 12% | -0.046 | CC(C)(C)NC(=O)COC(=O)c1ccc(NC(=O)CC#N)cc1
0.5% | -21% | 0.12 | 2% | -35%[20 µM] | -2% | -0.18 | 0.33 | -34% | -2.0% | 0% | -0.47 | Clc1ccc(COn2ccnc2)cc1Cl
0.4% | -1% | 0.13 | -11% | 7% | 5% | -0.29 | -0.3 | 0% | 2.4% | 4% | -0.076 | COc1ccc(/C=N/NC(=O)c2ccccc2F)cc1CN1CCN(c2ccc(F)cc2)CC1
-0.1% | -2% | 0.37 | 3% | -2% | 6% | -0.085 | -0.12 | -17% | -4.8% | -1% | -0.59 | O=C(C1CC1)N1CCN=C1SCc1ccc(F)cc1
-0.1% | 8% | x | x | -6% | x | x | x | -8% | 1.9% | 17% | x | COc1ccc(S(=O)(=O)N(C)CC(=O)NCc2ccco2)cc1Cl
0.2% | 8% | x | x | -33% | x | x | x | -29% | 1.2% | -2% | x | O=C(NCC(F)(F)F)c1nn(Cc2ccccc2)c(=O)c2ccccc12
0.7% | 11% | x | x | -1% | x | x | x | 7% | 1.2% | 18% | x | O=C(c1ccco1)N1CCN(S(=O)(=O)c2cc(Cl)ccc2Cl)CC1
-0.2% | 6% | -0.01 | 6% | x | 3% | -0.24 | 0.049 | -21% | 0.4% | -15% | -0.21 | O=C(C1CCCO1)N1CCN(C(=S)Nc2ccccc2F)CC1 (centres undefined)

Overlap with the part before: 4 entries, then new ones.
GPR55 beta-arrestin | NOD2 inhibition | Dynein transport cell count | M17LAP inhibition | KOR beta-arrestin-2 | M1AAP inhibition | Dynein transport cytoplasmic EGFP | Dynein transport nuclear GR-EGFP | NOD1 NF-kB reporter | KOR beta-arrestin-1 | AID2073 | Dynein transport | Compound
-0.1% | 8% | x | x | -6% | x | x | x | -8% | 1.9% | 17% | x | COc1ccc(S(=O)(=O)N(C)CC(=O)NCc2ccco2)cc1Cl
0.2% | 8% | x | x | -33% | x | x | x | -29% | 1.2% | -2% | x | O=C(NCC(F)(F)F)c1nn(Cc2ccccc2)c(=O)c2ccccc12
0.7% | 11% | x | x | -1% | x | x | x | 7% | 1.2% | 18% | x | O=C(c1ccco1)N1CCN(S(=O)(=O)c2cc(Cl)ccc2Cl)CC1
-0.2% | 6% | -0.01 | 6% | x | 3% | -0.24 | 0.049 | -21% | 0.4% | -15% | -0.21 | O=C(C1CCCO1)N1CCN(C(=S)Nc2ccccc2F)CC1 (centres undefined)
-0.3% | 7% | x | x | -20% | x | x | x | -6% | -2.9% | 12% | x | CC(C)CCNC(=O)C1CC(=O)N(CCc2ccccc2)C1 (centres undefined)
-0.2% | 16% | 0.38 | -4% | 3% | 10% | -0.2 | -0.32 | -1% | 4.1% | 0% | -0.67 | O=C(c1cnc2n(c1=O)CCS2)N1CCN(C(c2ccccc2)c2ccc(Cl)cc2)CC1 (centres undefined)
-0.2% | -92% | -0.47 | 7% | 15% | 11% | 21 | -1.5 | 28% | -3.8% | 22% | -11 | O=[N+]([O-])c1ccc(N/N=C/c2ccc[nH]2)cc1
-0.1% | 0% | x | x | -13% | x | x | x | -20% | 7.6% | -4% | x | CCCCCC(=O)N(Cc1ccccc1)c1c(N)n(CCOC)c(=O)[nH]c1=O
1.0% | -66% | x | x | 14%[20 µM] | x | x | x | -20% | -3.7% | -5% | x | Cc1ccc(C(=O)NCCCc2ccccc2)c(Cl)c1
0.3% | 23% | -0.88 | -7% | 6% | 3% | -0.24 | 0.15 | 30% | -2.8% | 19% | 0.46 | COc1ccc2c(c1)CCc1cnc(N)nc1-2
0.7% | 0% | -1.1 | 20% | x | 3% | 0.19 | 0.67 | 11% | -5.7% | 1% | 0.49 | CCOCc1nnc(NC(=O)c2c(OC)cccc2OC)s1
0.1% | 5% | x | x | -26% | x | x | x | 2% | 1.8% | 22% | x | CCc1nn(CC(=O)NCCC2=CCCCC2)c(=O)c2cc3cc(F)ccc3n12
-0.3% | 17% | 0.027 | -8% | -27% | 14% | -0.25 | 0.22 | -8% | -0.8% | 32% | 0.26 | O=[N+]([O-])c1ccc(N2CCN(S(=O)(=O)c3ccccc3)CC2)cc1N1CCc2ccccc2C1
-0.1% | 13% | -1 | 1% | 19% | 6% | -0.33 | 0.85 | 0% | -4.5% | -2% | 1.3 | CCN(CC(=O)Nc1c(F)cccc1F)C(=O)CCc1ccc(OC)cc1
0.0% | -7% | -2.4 | 1% | -4% | 7% | 0.022 | 2.2 | 16% | 2.3% | 4% | 4.1 | COc1ccc(/C=C/C(=O)Nn2cnnc2)cc1

Assay outcomes: PubChem, several laboratories
